hERG WT inh: blocks the wildtype human KCNH2 potassium channel | Q12809 | 340,000 tested, 0.37% active | U2OS, BacMam KCNH2, thallium flux FluxOr; active compounds read low | activity change, % at 1.84 µM;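 active = maximum activity change below -70%; inconclusive = maximum activity change between -70% and -50%; inactive = maximum activity change above -50%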; also: % is scaled to controls: 0 for no effect and ±100 for the full control effect
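U2OS cells were transduced with wild-type KCNH2 virus (2.03 x 10^8 / mL) for 4 h at room temperature, then cultured overnight at 37 C. Thallium flux was read with FluxOr dye. Rate constants were normalized to DMSO controls.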
B2AR arrestin: agonists driving beta-arrestin recruitment to human beta2-adrenergic receptor; beta-arrestin recruitment to beta2AR, cell-based reporter; Potency, µM (series often up to 46.1 µM), inactives show at the highest dose activation, hits mostly activators; 330,000 tested, 0.02% active; AID 492947;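 also: potency is read from the fitted curve at half-maximal effect; 0% = DMSO controls and full agonism = EC100 isoproterenol or metaproterenol; nearly all actives have a fitted effect of over 65% in size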
CXXC DNA block: inhibitors of human MLL CXXC domain-DNA interaction; Q03164; MLL-CXXC / FITC-HOXA9 DNA fluorescence polarization; Potency, µM (highest dose often 115 µM), inactives show at the top dose activity change, negative = inhibition, most hits filed as inhibitors; 290,000 tested, 0.037% active; AID 2662; active = well fitted inhibition curve with a large enough effect in the polarisation, with a control signal flat, not every such curve was filed as active; inconclusive = small, poorly fitted or top-dose-only effect, or effect the other way, or a change in a side signal; inactive = no such curve, though single readings can be large or run the other way; the % refers to the polarisation; also: potency is read from the fitted curve at half-maximal effect
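Purified MLL-CXXC (added from a 7 uM solution) was preincubated 5 min at ambient with pinned compounds in 50 mM Tris-HCl pH 7.5, 50 mM NaCl, 1 mM DTT, 0.05% BSA. Fluorescein-labeled HOX-A9 DNA (50 nM solution) followed, 30 min, then polarization read.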
Menin MLL FP TR: inhibitors of human menin-MLL interaction, mutant MLL peptide. Menin + Texas Red MLL mutant peptide, fluorescence polarization. 270,000 tested, 0.23% active. O00255. Potency, µM (top dose mostly 61.6 µM), for inactives: at the top dose FP activity change, negative = inhibition, usual class: inhibitors; active = well fitted inhibition curve with a large enough effect in the polarisation, with a control signal flat, not every such curve was filed as active; inconclusive = small, poorly fitted or top-dose-only effect, or effect the other way, or a change in a side signal; inactive = no such curve, though single readings can be large or run the other way; the % refers to the polarisation; also: potency is read from the fitted curve at half-maximal effect; % of control where 0% means no effect; many of its hits are not listed in these tables
Target sequence (O00255 whole entry, looked up): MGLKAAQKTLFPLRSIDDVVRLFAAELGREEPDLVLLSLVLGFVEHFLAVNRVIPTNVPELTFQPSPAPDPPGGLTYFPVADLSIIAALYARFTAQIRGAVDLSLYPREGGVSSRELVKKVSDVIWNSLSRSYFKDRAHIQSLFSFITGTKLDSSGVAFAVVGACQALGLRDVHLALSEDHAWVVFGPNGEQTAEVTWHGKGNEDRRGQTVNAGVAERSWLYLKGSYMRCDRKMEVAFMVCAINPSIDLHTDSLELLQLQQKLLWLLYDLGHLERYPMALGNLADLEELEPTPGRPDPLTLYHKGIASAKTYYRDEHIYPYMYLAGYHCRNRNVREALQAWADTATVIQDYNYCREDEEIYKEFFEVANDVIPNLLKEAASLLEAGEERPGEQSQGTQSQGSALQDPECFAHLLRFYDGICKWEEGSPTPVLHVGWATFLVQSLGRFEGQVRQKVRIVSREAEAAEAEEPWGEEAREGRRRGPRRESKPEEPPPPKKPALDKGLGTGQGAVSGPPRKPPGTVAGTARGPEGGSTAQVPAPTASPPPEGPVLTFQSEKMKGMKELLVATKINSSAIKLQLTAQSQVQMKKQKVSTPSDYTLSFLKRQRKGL
Giardia kill: kills Giardia lamblia; 340,000 tested, 0.15% active; Giardia lamblia trophozoite viability; activity change, % at 7.66 µM, hits read low; in the data active = activity change below about -80%; inconclusive = between about -30% and that limit;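 also: parasites exposed to compound for two days anaerobically before the ATP read; % is scaled to controls: 0 for no effect and ±100 for the full control effect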
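Trophozoites 100 cells/well + cpd; 48 hrs, 37 deg C, anaerobic. ATPLite 1-Step added, 15-30 min RT, luminescence read (ATP-based viability).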
KCNH2 3.1 block: blocks the human KCNH2 3.1 channel isoform; activity change, % (tested at about 1.8 µM); 340,000 tested, 0.95% active; U2OS KCNH2 3.1, thallium flux FluxOr; active compounds read low;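 active = maximum activity change below -70%; inconclusive = maximum activity change from -70% to -50%; inactive = maximum activity change above -50%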;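 also: thallium influx rate constant from kinetic fluorescence after stimulation buffer; % is scaled to controls: 0 for no effect and ±100 for the full control effect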
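Virally transduced U2OS (3.1 isoform, 4 h infection in dark at RT) → overnight 37 C → FluxOr + Red40 in HBSS/HEPES, 45 min → stimulation buffer, 2 min kinetic read → rate constant vs DMSO controls.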
USP2a block: blocks human ubiquitin-specific protease USP2a. USP2 core, Ub-CHOP2 coupled fluorogenic reporter, 485/531. Potency, µM (series often up to 38.3 µM), for the others: at the top dose activity change, negative = inhibition, usual class: inhibitors. 330,000 tested, 0.01% active. AID 463254;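 also: potency is read from the fitted curve at half-maximal effect; plate controls were DMSO wells for no effect and full inhibition by NEM control for full effect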
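USP2 core (10nM final) preincubated 30min RT with compound in 20mM Tris-HCl pH 8.0, 2mM CaCl2, 2mM beta-mercaptoethanol, 0.05% CHAPS; 25nM Ub-CHOP2 plus 25nM reporter substrate added, fluorescence (Ex485/Em531) read after 60min.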
PKM2 activator: increases activity of human pyruvate kinase M2. P14618. purified PKM2, Kinase-Glo ATP luminescence, activation; response scale: 0% is enzyme alone, no compound. Potency, µM (titrated, usually from 57.5 µM), for inactives: at the highest dose activation, usual class: activators. 260,000 tested, 0.34% active. AID 1631; also: potency is read from the fitted curve at half-maximal effect; % is scaled to controls: 0 for no effect and ±100 for the full control effect; nearly all actives have a fitted effect of over 55% in size
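Purified hPK-M2 (>95% pure) converted ADP (0.1 mM final) to ATP with 0.5 mM PEP in 50 mM imidazole pH7.2, KCl, MgCl2, Tween 20, BSA; 1 h at room temperature. ATP detected by Kinase-Glo luminescence.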
Coupling enz: counter-screen for Giardia aldolase inhibitors: coupling enzyme system; activity change, negative = inhibition, % at 58.2 µM, hits read low; AID 2472; 290,000 tested, 0.67% active; coupling enzyme system counterscreen, AmpLite Red fluorescence; in the data active = activity change below about -30%; also: % is scaled to controls: 0 for no effect and ±100 for the full control effect
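Counterscreen of the coupled detection system alone, without aldolase: glyceraldehyde-3-phosphate coupling enzymes plus AmpLite Red readout. Compounds at 57.5 uM final, 10 min RT preincubation, 20 min RT reaction, fluorescence 525/598 nm.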
TRPV1 agonist: agonists of human vanilloid receptor 1 (TRPV1); TRPV1-expressing cells, Fluo-8 calcium influx, agonist mode; activation, % at 8.33 µM; Q8NER1; 320,000 tested, 0.19% active; in the data active = activation above about 80%; inconclusive = between about 30% and that limit; also: 0% is about no effect
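Fluo-8 calcium influx in TRPV1-expressing cells, kinetic read (ex 480/em 520 nm). Compound added and read 3 min for agonist activity, followed by capsaicin at EC20 final and 2 min further read for enhancement.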
GALK inh: blocks human galactokinase activity. Purified GALK, Kinase-Glo residual ATP luminescence. Potency, µM (doses to about 57.5 µM), inactives show top-dose activity change, negative = inhibition, actives largely listed as inhibitors. 270,000 tested, 0.007% active. AID 1868; also: potency is read from the fitted curve at half-maximal effect; % is scaled to controls: 0 for no effect and ±100 for the full control effect
Target sequence (P51570 whole entry, looked up): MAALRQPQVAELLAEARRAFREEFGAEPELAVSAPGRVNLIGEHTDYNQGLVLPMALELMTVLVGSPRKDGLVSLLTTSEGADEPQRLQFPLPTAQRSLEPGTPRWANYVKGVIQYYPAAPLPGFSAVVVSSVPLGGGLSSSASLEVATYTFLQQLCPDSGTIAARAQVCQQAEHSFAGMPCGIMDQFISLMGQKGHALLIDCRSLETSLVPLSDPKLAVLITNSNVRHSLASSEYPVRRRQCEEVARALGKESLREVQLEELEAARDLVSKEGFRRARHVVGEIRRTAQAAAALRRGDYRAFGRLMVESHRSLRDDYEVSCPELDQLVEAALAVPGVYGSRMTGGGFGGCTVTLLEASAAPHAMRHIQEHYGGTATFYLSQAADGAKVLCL
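The enzyme phosphorylates galactose (100 uM) using ATP (35 uM); inhibition is detected as higher residual ATP, quantified by bioluminescence after 1 h reaction at room temperature, pH 8.0.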
* hit, by the source's call; ? = inconclusive; / = not tested or not shown; [ ] = dose if it differs, or a comment. Unless noted, calls follow the shape of the dose curve; as a rule, active = well fitted curve in the direction sought with a large enough effect; inconclusive = small, poorly fitted or top-dose-only effect, or another doubt; inactive = no such curve, though single readings can be large; an effect the other way counts as inactive or inconclusive. Only part of the results is shown. The share of hits here may be higher or lower than overall.

SMILES	hERG WT inh	B2AR arrestin	CXXC DNA block	Menin MLL FP TR	Giardia kill	KCNH2 3.1 block	USP2a block	PKM2 activator	Coupling enz	TRPV1 agonist	GALK inh
COc1ccccc1-c1nnc(NC(=O)c2ccc(S(=O)(=O)N(C)C)cc2)o1	5	-0.1%	-23%	2%	7	8	6%	0%	1	-2	0%
COc1cc2ccccc2cc1C(=O)N1CCCC(C(F)(F)F)C1 (stereo not given)	40	-0.1%	/	/	2	3	-6%	/	/	17	/
O=C(NC1CCN(Cc2ccccc2)C1)c1cc(S(=O)(=O)N2CCOCC2)ccc1Cl (stereo not given)	12	-0.6%	/	/	0	2	0%	/	/	-1	/
COc1ccc(CNS(=O)(=O)c2ccc3c(c2)CCN3C(=O)C2CC2)cc1	5	-0.7%	0%	-3%	-11	3	1%	-2%	1	11	0%
Cc1ccc(C)c(NS(=O)(=O)c2cc(C(=O)N3CCCC3)ccc2Cl)c1	7	-0.3%	9%	6%	5	8	2%	3%	1	1	0%
CCN(CC)CCNC(=O)c1ccc(NC(=O)c2ccc(F)cc2F)cc1	10	-0.3%	-5%	3%	0	1	2%	-10%	4	-4	-1%
COCCNc1nc(SC)nc2sc3c(c12)CCN(C)C3	11	-0.4%	0%	6%	46[activator]	10	-1%	/	1	-2	4%
CCOC(=O)c1nc(NCc2ccccc2)sc1C	-4	0.2%	5%	?	6	5	3%	-4%	2	-10	0%
COc1cccc(-c2nc3n(n2)C(c2cccs2)C(C(=O)Nc2cccnc2)=C(C)N3)c1 (stereo not given)	49	0.0%	-7%	19%	0	-9	0%	-18%	0	0	-3%
O=C(O)c1ccccc1SCC(=O)N1CCc2ccccc21	6	3.1%	-3%	5%	10	13	-1%	/	5	-3	10%
O=C1[C@H]2[C@@H](c3ccc(Cl)cc3)N3C(=O)N(c4cccc(Br)c4)C(=O)[C@@]3(Cc3ccc(Cl)cc3)[C@H]2C(=O)N1C1CCCCC1	3	-0.3%	40%[activator]	?	6	-13	-2%	-19%	-4	-2	/
COc1ccc(N2C(=NC(=O)C3CCCCC3)SC3CS(=O)(=O)CC32)c(OC)c1 (stereo not given)	12	0.7%	6%	/	53[activator]	8	3%	/	/	0	-8%
COc1cc(N)n(S(=O)(=O)c2ccc(C)cc2)n1	-8	0.5%	8%	0%	11	10	-2%	-3%	2	-2	0%
CCCC(=O)N(CCN1CCOCC1)c1nc2c(OC)ccc(C)c2s1	0	0.2%	-7%	-5%	52[activator]	17	0%	/	-1	16	0%
O=C(O)COc1ccc(NC(=O)c2ccc(NC(=O)c3ccco3)cc2)cc1	2	-1.2%	?	?	25	11	9%	-8%	2	-5	-2%
O=C(CN1CCN(c2cccc(C(F)(F)F)c2)CC1)N(C1CC1)C1CCS(=O)(=O)C1 (stereo not given)	14	0.2%	/	/	0	3	2%	/	/	-1	/
Cc1cccc(NC(=O)COc2ccc(-c3nn(C)c(=O)c4ccccc34)cc2)c1	17	0.3%	5%	8%	-26	-16	-4%	3%	1	0	-1%
Oc1cccnc1CCc1ccccc1	1	-0.7%	4%	3%	7	-27	0%	-7%	0	2	3%
COc1ccc(N2CCN(S(=O)(=O)CCNC(=O)C3CCCCC3)CC2)cc1	6	0.5%	1%	-15%	11	2	2%	-6%[0.46 µM]	-2	-1	7%
COc1ccc(F)cc1S(=O)(=O)Nc1ccc(C)cc1	2	0.0%	5%	27%	8	5	-1%	15%	-27	2	-3%
CS(=O)(=O)c1ccc(NC(=O)CCN2C(=O)C3CC=CCC3C2=O)cc1 (stereo not given)	-8	-0.1%	/	/	0	-5	1%	/	/	-1	/
COc1ccc(NC(=O)COC(C)=O)cc1OC	-3	0.0%	-3%	-1%	-1	-28	-1%	2%	-1	1	-3%
Cc1cc(NC(=O)c2ccc(C#N)cc2)n(-c2ccccn2)n1	0	0.4%	2%	-11%	10	-5	0%	?	2	-2	7%
Cc1ccccc1NC(=O)c1sc(NC(=O)C2CC2)nc1C	3	-0.7%	-9%	13%	-1	5	2%	6%[11.5 µM]	0	4	-4%
CCOC(=O)Nc1cccc(NC(=O)c2cc(OC)cc(OC)c2)c1	-11	-0.8%	-1%	-4%	6	24	2%	-7%	1	0	-3%

An excerpt of these results, with bars between the fields:
SMILES | hERG WT inh | B2AR arrestin | CXXC DNA block | Menin MLL FP TR | Giardia kill | KCNH2 3.1 block | USP2a block | PKM2 activator | Coupling enz | TRPV1 agonist | GALK inh
COc1ccc(N2C(=NC(=O)C3CCCCC3)SC3CS(=O)(=O)CC32)c(OC)c1 (stereo not given) | 12 | 0.7% | 6% | / | 53[activator] | 8 | 3% | / | / | 0 | -8%
COc1cc(N)n(S(=O)(=O)c2ccc(C)cc2)n1 | -8 | 0.5% | 8% | 0% | 11 | 10 | -2% | -3% | 2 | -2 | 0%
CCCC(=O)N(CCN1CCOCC1)c1nc2c(OC)ccc(C)c2s1 | 0 | 0.2% | -7% | -5% | 52[activator] | 17 | 0% | / | -1 | 16 | 0%
O=C(O)COc1ccc(NC(=O)c2ccc(NC(=O)c3ccco3)cc2)cc1 | 2 | -1.2% | ? | ? | 25 | 11 | 9% | -8% | 2 | -5 | -2%
O=C(CN1CCN(c2cccc(C(F)(F)F)c2)CC1)N(C1CC1)C1CCS(=O)(=O)C1 (stereo not given) | 14 | 0.2% | / | / | 0 | 3 | 2% | / | / | -1 | /
Cc1cccc(NC(=O)COc2ccc(-c3nn(C)c(=O)c4ccccc34)cc2)c1 | 17 | 0.3% | 5% | 8% | -26 | -16 | -4% | 3% | 1 | 0 | -1%
Oc1cccnc1CCc1ccccc1 | 1 | -0.7% | 4% | 3% | 7 | -27 | 0% | -7% | 0 | 2 | 3%
COc1ccc(N2CCN(S(=O)(=O)CCNC(=O)C3CCCCC3)CC2)cc1 | 6 | 0.5% | 1% | -15% | 11 | 2 | 2% | -6%[0.46 µM] | -2 | -1 | 7%
COc1ccc(F)cc1S(=O)(=O)Nc1ccc(C)cc1 | 2 | 0.0% | 5% | 27% | 8 | 5 | -1% | 15% | -27 | 2 | -3%
CS(=O)(=O)c1ccc(NC(=O)CCN2C(=O)C3CC=CCC3C2=O)cc1 (stereo not given) | -8 | -0.1% | / | / | 0 | -5 | 1% | / | / | -1 | /

Next part
SMILES	hERG WT inh	B2AR arrestin	CXXC DNA block	Menin MLL FP TR	Giardia kill	KCNH2 3.1 block	USP2a block	PKM2 activator	Coupling enz	TRPV1 agonist	GALK inh
OC(COCc1ccccc1)CN1CCCC1 (stereo not given)	0	-0.2%	-5%	1%	3	12	0%	1%	2	-4	3%
CC1CCC(NC(=O)CN(C)S(=O)(=O)c2cccc3cccnc23)CC1 (stereo not given)	-3	-0.3%	1%	/	-13	-2	-1%	-4%	0	0	0%
Cc1ccc(NC2CCCN(C(=O)c3ccnc(Cl)c3)C2)cc1C (stereo not given)	4	-0.1%	-1%	/	-29	10	2%	/	/	?	6%
COC(=O)[C@@H](NC(=O)NCc1ccccc1F)C(C)C	-12	0.3%	0%	/	-2	-7	3%	0%	0	-4	0%
CCC(C)c1ccc(OCc2ccc(C(=O)OC)o2)cc1 (stereo not given)	-6	-0.7%	0%	/	-22	-2	-1%	-5%	3	8	8%
CCC(=O)NC(c1ccc(OC)c(OC)c1)c1cc(Cl)c2cccnc2c1O (stereo not given)	3	0.1%	-9%	?	9	-14	-5%	1%	-13	3	6%
Cc1ccc(C(=O)NC(C)c2ccc(-n3ccnc3)cc2)o1 (stereo not given)	4	0.3%	/	/	-2	2	2%	/	/	7	/
CC(=O)Nc1ccc(S(=O)(=O)Nc2cccc(NC(=O)C(C)(C)C)c2)cc1	9	-0.1%	-20%	0%	-20	10	1%	1%	3	-1	0%
CN(CC(=O)Nc1ccc(Cl)cc1)C(=O)CCc1nc2sc3c(c2c(=O)[nH]1)CCCC3	-6	0.2%	/	/	7	-3	0%	/	/	-6	/
O=C(COc1ccccc1)Nc1nonc1NC(=O)COc1ccccc1	-1	0.2%	0%	-2%	5	2	6%	2%	-9	15	1%
O=C(c1ccc(N2CCC3(CC2)OCCO3)c([N+](=O)[O-])c1)N1CCOCC1	3	-0.2%	23%	6%	6	13	1%	3%	-2	14	-2%
CC1(C)CC(=O)c2cnc(N3CCc4ccccc4C3)nc2C1	2	-0.5%	6%	-11%	-10	5	0%	-5%	0	0	4%
Cc1cn2c(nc1=O)OC1CC2OC1CO (stereo not given)	-5	-0.2%	-7%	/	-8	2	-1%	-3%	0	1	/
